Cneo AK release: causes C. neoformans cell lysis; AID 651654; actives 0.2% (n = 360,000); adenylate kinase release luminescence, 4 h; normalised: neutral wells 0, clomiphene wells 100; lysis activity, % at 15 µM;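 active means mean lysis activity across replicates of at least 80%, whatever share of replicates individually reach that level; inactive means mean lysis activity below 80%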
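Material – Cryptococcus neoformans yeast cells · Quantity – 5 × 10^6 yeast cells/mL · Buffer or medium – YPD medium · Compound – single dose · Timing – 4 h static compound exposure, 37 °C, read 1 h post-reagent · Signal – adenylate kinase release luminescence · Read-out basis – lysis from increased AK signal · Benchmarks – Clomiphene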
ERp5 inh: inhibitors of human ERp5 | AID 651711 | inhibition, % at 9.99 µM | actives 0.05% (n = 350,000) | ERp5 insulin aggregation, absorbance 650 nm, 90 min;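 active means mean replicate inhibition above about 25%, with every replicate also reaching it, limit read from the data, passing the limit was not always enough; inconclusive means only one of those two criteria met; inactive means neither criterion met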
Target sequence (Q15084 whole entry, looked up): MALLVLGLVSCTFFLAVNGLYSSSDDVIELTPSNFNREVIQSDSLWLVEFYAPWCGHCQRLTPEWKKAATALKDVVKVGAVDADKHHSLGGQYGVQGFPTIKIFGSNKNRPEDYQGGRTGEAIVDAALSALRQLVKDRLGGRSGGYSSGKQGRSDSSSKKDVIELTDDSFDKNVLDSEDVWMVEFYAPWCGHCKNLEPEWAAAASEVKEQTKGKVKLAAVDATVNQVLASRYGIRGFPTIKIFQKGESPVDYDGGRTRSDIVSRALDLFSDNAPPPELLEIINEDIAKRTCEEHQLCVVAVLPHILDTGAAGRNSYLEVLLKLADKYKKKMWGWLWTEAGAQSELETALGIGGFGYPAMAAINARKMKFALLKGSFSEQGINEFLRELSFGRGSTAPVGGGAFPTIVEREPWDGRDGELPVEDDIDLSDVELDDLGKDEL
miR-122 sensor: inhibitors of miR-122 in Huh7 cells; actives 0.3% (n = 340,000); activation (reporter increase), % at 12.5 µM; AID 602342; Huh7 miR-122 Renilla luciferase sensor, 48 h; neutral wells = 0, positive control = 100;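 active means mean replicate activation score at least 90 and every replicate individually at or above 90; inconclusive means only one of the two criteria met; inactive means neither criterion met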;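 further: higher luciferase means less miR-122 activity so hits act as miR-122 inhibitors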
ARNT-TACC3 inh: ARNT/TACC3 interaction disruption | actives 0.66% (n = 390,000) | inhibition, % at 9.99 µM | AlphaScreen His-ARNT PAS-B/GST-TACC3 binding, luminescence; TACC3 fragment carries E629A point mutation | Q9Y6A5;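 active means mean inhibition of replicates at least 50% and at least half of replicates each reaching 50%; inconclusive means half or more replicates reach 50% but mean below 50%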;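 further: 0% = complete ARNT plus TACC3 wells and 100% = ARNT alone without TACC3; many hits fall short of the cut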
esBAF inh: blocks esBAF chromatin remodeling in mouse ES cells | Bmi1-luciferase knock-in reporter, 24 h; 100% = twice the neutral-well signal | reporter increase, % at 12.5 µM | actives 2% (n = 350,000); in the data active means activation above about 40%; inconclusive means no clear call, values can overlap the other calls;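 further: 0% = median of the plate's neutral control wells and 100% = double that signal; a rise in the Bmi1 reporter signal indicates esBAF inhibition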
SIRT5 inh: sirtuin-5 (human) deacylase inhibition; actives 1.1% (n = 330,000); Purified SirT5, succinyl-peptide AMC, trypsin-coupled fluorescence; AID 652115; inhibition, % at 15 µM; Q9NXA8; in the data active means inhibition above about 15%; inconclusive means no clear call, values can overlap the other calls
Target sequence (Q9NXA8 whole entry, looked up): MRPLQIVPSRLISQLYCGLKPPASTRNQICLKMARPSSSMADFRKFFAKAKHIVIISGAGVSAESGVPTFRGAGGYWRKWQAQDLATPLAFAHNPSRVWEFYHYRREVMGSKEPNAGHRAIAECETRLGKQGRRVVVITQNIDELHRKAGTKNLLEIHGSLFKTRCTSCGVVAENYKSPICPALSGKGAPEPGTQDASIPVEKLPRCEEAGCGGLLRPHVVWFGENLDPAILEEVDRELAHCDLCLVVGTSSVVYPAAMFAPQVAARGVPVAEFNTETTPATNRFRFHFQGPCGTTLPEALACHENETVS
C2C12 statin: suppressors of simvastatin-induced myotoxicity in C2C12 myotubes; ATP luminescence, 48 h; scaled: DMSO 0, geranylgeraniol control 100; rescue of ATP level, % at 7.49 µM; actives 0.78% (n = 330,000);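 active means mean ATP rescue above about 67%, or every replicate alone reaching that limit, limit read from the data, passing the limit was not always enough; inconclusive means no clear call, values can overlap the other calls; inactive means mean under the limit and some replicate under it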;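 further: myotubes were challenged with 10 µM simvastatin during compound exposure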
* hit, by the source's call; u = inconclusive; x = not tested or not shown; [ ] = remark or other dose.

SMILES	Cneo AK release	ERp5 inh	miR-122 sensor	ARNT-TACC3 inh	esBAF inh	SIRT5 inh	C2C12 statin
COc1ccc(CN(C)C[C@H]2Oc3ccc(NS(=O)(=O)c4c(C)noc4C)cc3C(=O)N([C@@H](C)CO)C[C@@H]2C)cc1	-1	-2	1[16.7 µM]	-10	1	-2	x
CCCc1nc2ccc(C)cn2c1Cc1ccsc1	2	2	-4	x	16	5	-15
CC(C)CC#Cc1ccc2c(c1)O[C@@H](CN(C)C(=O)CN(C)C)[C@H](C)CN([C@@H](C)CO)S2(=O)=O	-4	-1	12[16.7 µM]	2	1	-5	-4
Cn1c(=O)c2c(Nc3ccc(F)cc3)cc(=O)n(-c3ccccc3)c2n(C)c1=O	1	1	-7	9	x	-1	x
COc1cc(C(C)=O)ccc1OCC(O)CN1CCN(c2c(C)cccc2C)CC1 (configuration not stated)	-2	0	-9	5	-6	4	-41
CCCCOC(=O)c1nnc(-c2ccc(Cl)cc2)o1	x	-3	x	-6	x	-1	x
C[C@@H]1CN([C@@H](C)CO)S(=O)(=O)c2ccc(C#CC3(O)CCCC3)cc2O[C@@H]1CN(C)C(=O)Nc1ccccc1	-1	-8	30[16.7 µM]	3	-7	5	24
CCN1CCN(CCCNC(=O)c2cn(CCOC)c(=O)c3c2c2ccccc2n3C)CC1	0	1	x	-6	3	-5	12
CN(C)c1ccc(/C=C(\NC(=O)c2ccccc2)C(=O)NCc2cccnc2)cc1	4	1	18	-5	4	-1	7
CCCS(=O)(=O)NC(=O)C1(C)CCCN(C(=O)c2ccc(OC)cc2)C1 (configuration not stated)	0	2	-2	x	12	x	-3
COc1ccccc1C#Cc1cnc2c(c1)C(=O)N([C@H](C)CO)C[C@@H](C)[C@H](CN(C)S(=O)(=O)c1cn(C)cn1)O2	1	4	-15[16.7 µM]	23	-1	-3	-2
COCCNC(=O)C1(C)CCCN(C(=O)c2cc(OC)c(OC)c(OC)c2)C1 (configuration not stated)	1	6	x	x	-8	x	14
O=C(OC1CCOC1=O)c1ccc(-c2nc3ccccc3s2)s1 (configuration not stated)	-3	x	-1	-5	23	x	-45
COc1ccc2c(c1)nc(SCC(=O)C(C)(C)C)n2C	1	x	x	34	5	x	-8
COc1ccc2nc(NC(C)=O)sc2c1	-5	x	-4	1	32	x	-1
CC(C)c1ccc(/C=C/C(=O)NCCC2=CCCCC2)cc1	1	11	0	-14	-2	x	2
COc1ccc(S(=O)(=O)NCc2cccnc2)cc1OC	-5	3	x	-5	-5	x	7
CC(C)Cn1c(N)c(C(=O)CSc2ncccn2)c(=O)n(C)c1=O	-4	6	-5	-2	13	-4	-11
CO[C@@H]1CN(C)C(=O)c2cc(NC(=O)c3ccccc3F)ccc2OC[C@H](C)N(CC2CCOCC2)C[C@H]1C	-3	8	x	-7	-1	8	0
CN(N)c1nc(-c2ccccc2)nnc1C(F)(F)F	1	x	3	0	0	x	-9
COc1ccc(CNC(=O)CN(CCC(C)C)S(=O)(=O)c2ccc3c(c2)OCCO3)cc1	2	9	13	1	x	x	x
COc1ccc(CNC(=O)C[C@H]2C[C@@H]3c4cc(NC(=O)C5CCC5)ccc4O[C@@H]3[C@@H](CO)O2)cc1	-1	2	-3[16.7 µM]	-4	2	0	-1
O=C(Oc1cccc([N+](=O)[O-])c1)N1CCCCC1	x	3	x	1	x	1	x
Cc1ccc(S(=O)(=O)NCC(c2ccccc2)N2CCCCC2)cc1 (configuration not stated)	1	5	2	-5	x	-1	x
Cc1ccc(C)c(NC(=O)C(OC(=O)c2cnc(C)cn2)c2ccccc2)c1 (configuration not stated)	0	0	x	-4	8	-5	3
COc1ccc2nc3c(c(-c4ccccc4)c2c1)CCC3	6	4	-5	0	13	x	2
O=C(Nc1ccc2c(c1)OCO2)c1ccc(NC2CC2)c([N+](=O)[O-])c1	-4	-1	5	-20	x	-4	x
CCOC(=O)c1cc2c(=O)c3ccccc3oc2nc1C	2	0	-6	-2	18	-4	-3
CCC(=O)Nc1sc2c(c1C#N)CC(C)(CC)OC2 (configuration not stated)	1	x	-2	0	9	x	-5
Cn1c(Cc2cccs2)nnc1SCC(=O)N1CCCc2ccccc21	4	x	18	-3	x	x	x
C[C@H]1CN([C@@H](C)CO)C(=O)c2cc(-c3cccc(C#N)c3)cnc2O[C@@H]1CN(C)C(=O)c1cnccn1	2	-3	x	-2	-2	-2	-2
COc1ccc(CCCC(=O)Nc2ccc(F)cc2)cc1	-4	5	1	-2	-1	2	-2
CC(OC(=O)c1cc(S(=O)(=O)N2CCOCC2)ccc1Br)C(=O)N1CCOCC1 (configuration not stated)	1	-5	-14	6	-6	-2	-6
O=C(CCc1cn2ccccc2n1)NC1CCCc2c1cnn2-c1ccccc1F (configuration not stated)	0	-1	-3	-3	-6	-3	9
Cc1cc(C)c(S(=O)(=O)c2ccccc2C)c(OCCO)n1	x	5	x	5	x	-2	x
CC=Cc1ccc2n(c1=O)C[C@@H]1[C@@H](CO)[C@H](C(=O)NCCN3CCCC3)N(C(=O)NC(C)C)[C@H]21 (mixture of isomers)	-1	-1	x	-1	3	-11	-15

Compounds listed so far that have an aryl thioether with sulfur outside any ring (3):
SMILES	Cneo AK release	ERp5 inh	miR-122 sensor	ARNT-TACC3 inh	esBAF inh	SIRT5 inh	C2C12 statin
COc1ccc2c(c1)nc(SCC(=O)C(C)(C)C)n2C	1	x	x	34	5	x	-8
CC(C)Cn1c(N)c(C(=O)CSc2ncccn2)c(=O)n(C)c1=O	-4	6	-5	-2	13	-4	-11
Cn1c(Cc2cccs2)nnc1SCC(=O)N1CCCc2ccccc21	4	x	18	-3	x	x	x

(list continues)
SMILES	Cneo AK release	ERp5 inh	miR-122 sensor	ARNT-TACC3 inh	esBAF inh	SIRT5 inh	C2C12 statin
COc1ccc(OCCCC(=O)OC(C)C(=O)Nc2ccccc2[N+](=O)[O-])cc1 (configuration not stated)	0	2	x	2	x	-2	17
CCOC(=O)c1cc2sccc2n1CCCN1C(=O)c2ccccc2C1=O	-4	1	1	-2	-6	1	-2
COc1cccc(OC)c1C(=O)Nc1ccccc1N1CCCC1	-4	x	-2	-4	-8	x	8
CC(=O)N1CCN(c2nc(-c3ccco3)c3c(c2C#N)CC(C)(C)SC3)CC1	-2	x	0	-2	-3	x	-3
Cc1ccc(-c2cnc3c(c2)C(=O)N([C@@H](C)CO)C[C@H](C)[C@@H](CN(C)C(=O)CN(C)C)O3)cc1	-3	-3	x	4	3	-5	3
CC(=O)Nc1ccc(NC(=O)COc2ccc(S(=O)(=O)N3CCCC3)cc2)cc1	-2	4	-4	x	-5	-2	2
Cc1ccc(CNC(=O)C2CCN(S(=O)(=O)N3CCOCC3)CC2)cc1	-1	x	x	2	6	x	0
Cc1cc(C)n2nc(Sc3ncccc3[N+](=O)[O-])nc2n1	0	-4	-8	x	x	-6	x
Cc1ccc(Cl)cc1NC(=O)C(NS(=O)(=O)c1cccs1)c1ccccc1 (configuration not stated)	-3	7	32	-8	x	-5	x
CO[C@@H]1CN(C)C(=O)c2ccc(NC(=O)C3CC3)cc2OC[C@@H](C)N(C(=O)CN2CCOCC2)C[C@H]1C	-2	3	x	-7	4	-2	0
CCOC(=O)c1c(C)[nH]c(C2=NNC(=Nc3ccccc3)SC2)c1C	-1	2	-10	7	x	-3	x
Cc1ccc(C(=O)N/N=C/c2ccc(-c3cccc(C(F)(F)F)c3)o2)cn1	1	x	x	6	x	-1	x
Cc1ccc(CN2CC(C(=O)Nc3cccc(S(=O)(=O)N4CCCCC4)c3)CC2=O)cc1 (configuration not stated)	0	x	0	-6	x	x	x
O=C(Nc1ccc(Oc2cccnc2)cc1)C1CCN(Cc2ccccc2F)CC1	-1	6	-1	-38	x	2	x
C[C@@H]1CCCCO[C@@H](CN(C)S(=O)(=O)c2ccccc2)[C@H](C)CN([C@H](C)CO)C(=O)c2cc(NS(=O)(=O)c3ccc(F)cc3)ccc2O1	0	-2	-21[16.7 µM]	12	11	3	x
O=C(O)CN1C(=O)NC2NC(=O)NC21 (configuration not stated)	0	1	x	1	-1	1	16
COc1ccc(C(CNC(=O)C(=O)NC2CCCCC2)N2CCN(C)CC2)cc1 (configuration not stated)	-3	6	-2	-2	-10	-1	3
C[C@@H]1CN([C@@H](C)CO)C(=O)c2cccc(NC(=O)C3CCCCC3)c2O[C@H]1CN(C)C(=O)Nc1ccc(F)cc1	2	-2	-5[16.7 µM]	-2	-2	-3	21
CN=C(C)/C(C(=O)OC)=C(/O)c1ccccc1F	x	2	x	-10	x	-4	x
Cc1ccc(C)c(NC(=O)COC(=O)CC2CC3CCC2C3)c1 (configuration not stated)	x	0	-5	-11	x	-2	x
CC(=O)c1ccc(NC(=O)CSc2nc(C3CC3)nc3ccccc23)cc1	0	1	x	2	6	-9	-1
O=C(CSc1nccn1Cc1ccco1)Nc1ccccc1F	4	0	0	-56	15	-2	3
CCCc1c(C(=O)N/N=C/C(C)=C/c2ccccc2)nnn1-c1nonc1N	-2	3	3	5	32	0	-14
CCOC(=O)/C(=N\Nc1ccc(Br)cc1)N1CCN(c2ccccc2OC)CC1	4	-4	0	9	-4	-3	5
Cc1cc(NC(=O)CSc2nc(Cc3ccccc3)c(C)[nH]2)no1	-4	7	1	-7	-10	-8	2
CN(C)S(=O)(=O)c1ccc(=S)[nH]c1	x	u	x	8	x	0	x
C[C@@H]1CN([C@H](C)CO)C(=O)c2cc(NC(=O)Nc3ccc4c(c3)OCO4)ccc2O[C@@H]1CN(C)S(=O)(=O)c1ccccc1	-1	-3	1[16.7 µM]	2	11	0	x
COc1ccc2[nH]c3c(c2c1)CCN1C(=O)N([C@@H](C)C(=O)NC2CCN(Cc4ccccc4)CC2)C(=O)[C@]31C	0	-4	0	24	4	3	-5
CCC[C@@H]1C[C@@H](C(=O)NC(C(C)Cl)[C@H]2O[C@H](SC)[C@H](O)[C@@H](O)[C@H]2O)N(C)C1 (some centres not stated)	2	-3	-4	-2	5	-5	7
COc1ccc(NC(=O)C2Cc3c(-c4ccc(Cl)cc4)ccnc3O2)cn1 (configuration not stated)	-1	0	-6	x	3	-1	-2
CC1(C(=O)NCC2CC2)CCN1C(=O)C/C=C/c1ccccc1 (configuration not stated)	-1	2	-4	x	4	-4	13
CCOc1cc(-c2ccccc2)nc(N)n1	5	x	-1	-5	47*	x	2
Cn1c(Cn2c(=O)sc3ccccc32)nnc1SCC(=O)Nc1ccc2c(c1)OCO2	3	0	8	x	0	-4	-5
COc1ccc(S(=O)(=O)Nc2ccc3c(c2)CC(=O)N([C@@H](C)CO)C[C@@H](C)[C@@H](CN(C)C(=O)Nc2ccccc2)O3)cc1	-3	3	0[16.7 µM]	-2	-2	0	14
C[C@@H]1CN([C@H](C)CO)S(=O)(=O)c2ccc(C#CC3CC3)cc2O[C@@H]1CN(C)C(=O)CC1CC1	2	-10	-18[16.7 µM]	5	4	-2	-4
CCCN1CCC(NC(=O)CC2C(=O)NCCN2Cc2cccc(OC)c2)CC1 (configuration not stated)	19	-3	x	-5	x	0	x

2 of these compounds, set out differently.
SMILES,Cneo AK release,ERp5 inh,miR-122 sensor,ARNT-TACC3 inh,esBAF inh,SIRT5 inh,C2C12 statin
CCCN1CCC(NC(=O)CC2C(=O)NCCN2Cc2cccc(OC)c2)CC1 (configuration not stated),19,-3,x,-5,x,0,x
CCOc1cc(-c2ccccc2)nc(N)n1,5,x,-1,-5,47*,x,2

Continuation:
SMILES	Cneo AK release	ERp5 inh	miR-122 sensor	ARNT-TACC3 inh	esBAF inh	SIRT5 inh	C2C12 statin
COCCNc1nc(SCc2ccccc2)nc2sc3c(c12)CCC3	-2	x	-10	x	-29	x	-2
Cc1cc(=O)oc2c3c(cc(OCC(=O)Nc4cccnc4)c12)OC(C)(C)CC3	-4	-2	3	-8	-3	x	-38
Cc1nc(NC(=O)CSc2nccn2C)sc1C(=O)N(C)C	-1	-6	-2	2	13	-4	-8
C[C@H](CO)NC(=O)[C@H](C)[C@H]1C[C@]1(C)[C@H](NC(=O)OCc1ccccc1)c1ccccc1	4	-5	-2	-1	13	-6	-4

High-throughput results as filed in PubChem.
